High-throughput results: PubChem, several laboratories
5HT1a ag: 5-HT1a (human) receptor agonism. AID 567. activation, % at 10 µM. CHO 5-HT1a Ga15 NFAT-bla reporter, FRET ratio; 0% basal, 100% maximal reference agonist. actives 0.56% (n = 65,000);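 active = activation above the screen-wide mean activation plus 3 SD, cut at about 19% in these data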;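 also: 0% = DMSO wells and 100% = 5-CT at EC100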
RORa activator: activators of human nuclear receptor RORA; P35398; CHO-K1 Gal4-RORA LBD luciferase reporter, luminescence; percent increase over mock-subtracted basal signal; activation, % at 10 µM; actives 1.5% (n = 65,000); AID 560;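 active = activation above the mean of all tested compounds plus 3 SD, cut at about 49% in these data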;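 also: 0% = DMSO-treated RORA cells and 100% = added signal equal to DMSO minus mock-transfected cells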
Target sequence (P35398 whole entry, looked up, the tested form may be a part): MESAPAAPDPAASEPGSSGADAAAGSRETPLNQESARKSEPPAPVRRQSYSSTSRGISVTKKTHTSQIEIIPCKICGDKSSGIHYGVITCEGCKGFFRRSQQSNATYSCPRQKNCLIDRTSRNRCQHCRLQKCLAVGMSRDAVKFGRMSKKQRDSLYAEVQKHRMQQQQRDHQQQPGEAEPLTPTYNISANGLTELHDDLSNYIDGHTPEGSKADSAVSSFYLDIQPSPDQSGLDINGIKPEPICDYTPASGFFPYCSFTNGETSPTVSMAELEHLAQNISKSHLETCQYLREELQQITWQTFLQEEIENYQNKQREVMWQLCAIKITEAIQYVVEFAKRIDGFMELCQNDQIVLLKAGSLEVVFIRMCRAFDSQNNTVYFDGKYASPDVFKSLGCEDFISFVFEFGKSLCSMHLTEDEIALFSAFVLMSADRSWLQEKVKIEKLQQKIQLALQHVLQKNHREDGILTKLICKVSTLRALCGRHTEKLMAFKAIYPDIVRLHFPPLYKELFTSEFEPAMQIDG
5-HT1A blocker: 5-HT1a (human) receptor antagonism | CHO 5-HT1a Ga15 NFAT-bla reporter, antagonist mode | inhibition, % at 10 µM | actives 0.68% (n = 62,000) | AID 612;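 active = inhibition above the mean of all tested compounds plus 3 SD, cut at about 43% in these data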;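 also: receptor stimulated by 5-CT agonist at 100 nM near EC80; beta-lactamase reporter measured by ratiometric fluorescence of a cleavable substrate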
Fluor 339 460: intrinsic fluorescence of library compounds, ex339/em460 – biochemical, MLSMR library, data from DPM-DC assay, artefact control, profiling panel. compound autofluorescence, ex339/em460 nm, NADH buffer; active compounds read high; 1 = no-compound wells, NADH background. fluorescence fold increase at 10 µM. actives 5.5% (n = 65,000);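 active = at 10 µM, mean starting fluorescence two-fold or more over control wells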;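 also: signal is the first read of a kinetic run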
TNAP act mid DEA: activates human TNAP at intermediate phosphate acceptor concentration | purified TNAP, CDP-star luminescence, 100 mM DEA, 30 min; active compounds read high; scale: 0 levamisole-inhibited, 1 vehicle-only enzyme | activation factor at 20 µM | 64,000 tested, under 10 active | AID 813;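 active = activation factor of at least 2 at 20 µM, relative to controls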
SF1 activator: activates the human nuclear receptor SF-1 | CHO-K1 Gal4-SF-1 LBD luciferase reporter; % increase over DMSO SF-1-specific signal | activation, % at 10 µM | AID 522 | actives 1.9% (n = 65,000) | Q13285;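 active = activation above the mean activation of all tested compounds plus 3 SD, cut at about 50% in these data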
Target sequence (Q13285 whole entry, looked up, the tested form may be a part): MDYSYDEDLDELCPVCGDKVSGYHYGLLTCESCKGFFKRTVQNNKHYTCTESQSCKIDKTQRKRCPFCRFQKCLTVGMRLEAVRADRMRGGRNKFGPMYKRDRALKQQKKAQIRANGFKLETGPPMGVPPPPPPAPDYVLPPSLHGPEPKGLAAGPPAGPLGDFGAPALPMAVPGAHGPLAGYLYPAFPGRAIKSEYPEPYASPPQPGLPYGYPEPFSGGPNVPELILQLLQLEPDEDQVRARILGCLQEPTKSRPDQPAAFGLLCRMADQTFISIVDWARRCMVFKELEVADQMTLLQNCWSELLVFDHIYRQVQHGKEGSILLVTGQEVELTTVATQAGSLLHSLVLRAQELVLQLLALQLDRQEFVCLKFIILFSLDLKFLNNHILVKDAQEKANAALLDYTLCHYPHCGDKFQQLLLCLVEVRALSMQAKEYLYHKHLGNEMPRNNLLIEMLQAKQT
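System: CHO-K1 cells with Gal4–hSF-1 LBD chimera plus Gal4-driven luciferase; quantity: 4,000 CHO-K1 cells per well; compound: one dose, 10 µM compound, 1% DMSO; times: 20 h compound treatment, 37 °C; measured by: SteadyLite luciferase luminescence; read-out: percent activation versus DMSO; benchmarks: DMSO and mock-transfected background; replicates: one test per compound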
NADH coupling: inhibition of NAD/NADH coupling enzymes, library profiling; coupled PK/LDH NADH assays, four targets; actives 0.02% (n = 65,000); IC50, µM (titrated, usually from 10 µM), for the others: top-dose inhibition;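 active = single-dose screening hits from any of four coupled enzyme assays that gave an IC50 when retested across doses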;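 also: the DPM-DC format reads NADH fluorescence rather than 340 nm absorbance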
MMP-13 inhibitor: inhibitors of human MMP13 | AID 570 | inhibition, % at 4 µM | MMP-13 fTHP FRET cleavage, Mca fluorescence | actives 0.07% (n = 65,000) | P45452;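 active = inhibition above the mean of compound-free control plate wells plus 3 SD, cut at about 14% in these data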;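 also: 0% = DMSO wells and 100% = wells with reference MMP-13 inhibitor after basal subtraction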
Abs 340nm: absorbance at 340 nm; AID 708; fold change at 10 µM; compound absorbance at 340 nm, fold over control; 65,000 tested, under 10 active;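 active = at 10 µM dose, initial 340 nm absorbance at least 2 fold that of control wells; inactive = change under 2 fold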;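 also: initial absorbance extrapolated from kinetic A340 decline of NADH oxidation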
The depositor's hits bear a star; nt = no result given; [ ] = another dose, or the depositor's remark.

A first look, 14 compounds:
Molecule	5HT1a ag	RORa activator	5-HT1A blocker	Fluor 339 460	TNAP act mid DEA	SF1 activator	NADH coupling	MMP-13 inhibitor	Abs 340nm
COC(=O)c1c(NC(=O)CSc2nnnn2-c2ccccc2)sc2c1CCC(C)C2 (configuration not stated)	4.1	-3	-17	1.1	0.9	-3	5%	-1	1.1
O=C1C=C(N(CCO)CCO)C2(CCCCC2)O1	0.9	-7	-10	1.1	0.9	-11	4%	3	1.1
CCOC(=O)N1CCC(NC2CCCCCCC2)CC1	-5.4	-9	2	1.1	1	-12	0%	2	1
CCOC(=O)N1CCN(C(=O)CCn2c(=S)[nH]c3cc(OCC)c(OCC)cc3c2=O)CC1	-1.6	-6	-15	1.1	1	8	6%	0	1.1
Cc1ccc(C)c(NC(=O)Cn2nc(C)c3ccccc3c2=O)c1	-1.1	-13	3	1.2	0.9	-1	5%	1	1.1
Cc1ccc(C)c(NC(=O)CC(NCCCN2CCOCC2)C(=O)O)c1 (configuration not stated)	-1.5	9	12	1	0.9	4	4%	4	0.98
c1ccc(Cn2nnc3c(N4CCN(Cc5ccc6c(c5)OCO6)CC4)ncnc32)cc1	-0.8	-9	5	1.1	0.9	10	3%	0	0.97
Cc1cccc(N(C)C(=O)c2cc3cc4ccc(C)cc4nc3o2)c1	-0.6	23	16	1.4	0.9	36	3%	-1	1.1
C=CCNc1nc2c(c(=O)[nH]c(=O)n2C)n1Cc1cccc(C)c1	-1.8	29	0	1.1	1	-6	1%	-4	1
CC(=O)NCc1nc2ccccc2n1C(C)C	-2.3	-8	-18	1	0.8	8	1%	-4	1
Cc1cccc(NCc2ccccc2O)n1	-2.9	-11	-10	1.1	1	2	0%	-3	1
O=C(NC1CC1)C1CCN(c2ccc(S(=O)(=O)N3CCOCC3)cc2)CC1	-0.2	3	1	1	0.9	10	4%	2	0.99
O=C(Cc1ccc(Cl)cc1)NCCN1CCCC1	0.5	9	15	1.1	0.9	8	10%	5	0.97
CCc1ccc(C2CC(c3ccc(F)cc3)Nc3nc(N)nn32)cc1 (configuration not stated)	-2.0	-2	-20	1.1	0.9	24	7%	3	1

Results, previewed entries included:
Molecule	5HT1a ag	RORa activator	5-HT1A blocker	Fluor 339 460	TNAP act mid DEA	SF1 activator	NADH coupling	MMP-13 inhibitor	Abs 340nm
COC(=O)c1c(NC(=O)CSc2nnnn2-c2ccccc2)sc2c1CCC(C)C2 (configuration not stated)	4.1	-3	-17	1.1	0.9	-3	5%	-1	1.1
O=C1C=C(N(CCO)CCO)C2(CCCCC2)O1	0.9	-7	-10	1.1	0.9	-11	4%	3	1.1
CCOC(=O)N1CCC(NC2CCCCCCC2)CC1	-5.4	-9	2	1.1	1	-12	0%	2	1
CCOC(=O)N1CCN(C(=O)CCn2c(=S)[nH]c3cc(OCC)c(OCC)cc3c2=O)CC1	-1.6	-6	-15	1.1	1	8	6%	0	1.1
Cc1ccc(C)c(NC(=O)Cn2nc(C)c3ccccc3c2=O)c1	-1.1	-13	3	1.2	0.9	-1	5%	1	1.1
Cc1ccc(C)c(NC(=O)CC(NCCCN2CCOCC2)C(=O)O)c1 (configuration not stated)	-1.5	9	12	1	0.9	4	4%	4	0.98
c1ccc(Cn2nnc3c(N4CCN(Cc5ccc6c(c5)OCO6)CC4)ncnc32)cc1	-0.8	-9	5	1.1	0.9	10	3%	0	0.97
Cc1cccc(N(C)C(=O)c2cc3cc4ccc(C)cc4nc3o2)c1	-0.6	23	16	1.4	0.9	36	3%	-1	1.1
C=CCNc1nc2c(c(=O)[nH]c(=O)n2C)n1Cc1cccc(C)c1	-1.8	29	0	1.1	1	-6	1%	-4	1
CC(=O)NCc1nc2ccccc2n1C(C)C	-2.3	-8	-18	1	0.8	8	1%	-4	1
Cc1cccc(NCc2ccccc2O)n1	-2.9	-11	-10	1.1	1	2	0%	-3	1
O=C(NC1CC1)C1CCN(c2ccc(S(=O)(=O)N3CCOCC3)cc2)CC1	-0.2	3	1	1	0.9	10	4%	2	0.99
O=C(Cc1ccc(Cl)cc1)NCCN1CCCC1	0.5	9	15	1.1	0.9	8	10%	5	0.97
CCc1ccc(C2CC(c3ccc(F)cc3)Nc3nc(N)nn32)cc1 (configuration not stated)	-2.0	-2	-20	1.1	0.9	24	7%	3	1
COc1ccc(NC(=O)C2CC(=O)N(c3cccc(C)c3C)C2)cc1 (configuration not stated)	0.5	-3	-5	1.1	0.9	-12	3%	6	1
CN(CCc1ccccn1)C(=O)c1nn2c(C(F)(F)F)cc(-c3ccco3)nc2c1Cl	2.6	2	12	1.1	0.9	-16	3%	5	1.1
COc1ccc(C)cc1NC(=O)c1ccc(N(C)S(C)(=O)=O)cc1	-1.3	-11	0	1.1	0.9	-6	4%	3	1.1
Cc1ccc(S(=O)(=O)NCC(=O)N2CCCCC2)cc1	1.6	-3	0	1.1	1	3	5%	1	1
O=C(CN1C(=O)C2CCCCN2C(=O)c2ccccc21)N1CCCc2ccccc21 (configuration not stated)	-1.8	-20	-2	1.1	0.9	1	3%	-1	0.98
Cc1ccc(NC(=O)CSc2nc3c(c(=O)[nH]2)CCC3)cc1C	0.3	-15	2	1.1	0.9	-13	4%	-1	0.99
COc1ccc(C(=O)N(CCN2CCOCC2)CC(=O)NC2CCCC2)cc1OC	-0.7	-17	-13	1	0.9	-2	2%	-3	0.98
Cc1ccc(C)c(N2C(=O)CN=C2Nc2ccccc2Cl)c1	-0.4	-1	-1	1.1	0.9	-7	2%	1	0.98
CCOC(=O)Cc1nnc(NC(=O)C(CC)Sc2nncn2C)s1 (configuration not stated)	-2.4	40	-2	1.1	0.9	8	2%	8	1
O=C(CCC1CCCC1)NCCCN1CCOCC1	-0.5	-3	-17	1.1	1	11	2%	-1	1.1
CCOC(=O)c1c(C)oc2c1c(C=NCC1CCCO1)c(O)c1ccccc12 (configuration not stated)	-2.5	15	64*	1.1	0.9	-9	5%	-5	1.1
O=C(O)c1cc(Cl)c(Cl)cc1C(=O)N1CCOCC1	1.6	-12	-1	1.1	1.1	4	1%	-4	1
O=C(NCc1cccnc1)C1CCN(C(=O)c2ccc(Cl)cc2Cl)CC1	-0.6	6	-5	1.1	1	-5	4%	3	0.99
Cc1ccc(-c2noc(CN(C(=O)C34CC5CC(CC(C5)C3)C4)C(C)C)n2)cc1	-1.9	-11	6	1.1	0.9	2	6%	5	1
Cc1ccc(NCc2nnc(SCC(=O)Nc3ccccc3)n2CC2CCCO2)c(C)c1 (configuration not stated)	-2.3	13	10	1.1	1	15	3%	0	1
COc1ccc(NC(=O)c2ccc(OC)cc2)cc1	-1.4	26	7	1.1	0.9	30	4%	3	1.1
COc1ccc(Cl)cc1S(=O)(=O)Nc1cccc(C(=O)O)c1	-3.0	-3	-9	1.2	0.9	12	2%	6	1.1
COc1cccc(C(=O)N2CCN(Cc3ccccc3C(F)(F)F)CC2)c1	-0.3	-2	-10	1.2	1	11	0%	3	1.1
Cc1ccc(C(=O)Nc2nc3c(s2)CCCC3)o1	-0.5	13	-16	1	0.9	32	2%	-1	1
Cc1noc(C)c1COC(=O)c1ccc2ccccc2n1	-2.4	-7	-9	1.1	0.9	-2	5%	-2	1
CC(C)Cn1c(SC(C)C(=O)Nc2ccc3c(c2)OCCO3)nc2ccccc2c1=O (configuration not stated)	1.4	-3	22	1.1	1	-6	0%	3	1
COc1ccc(CSc2nnc3n(C)c(=O)c4c5c(sc4n23)CCCC5)cc1	0.4	9	nt	1.1	0.9	-6	3%	-8	0.98
O=C(Nc1ccc(Oc2ccccc2)cc1)C1CCCN(c2ncccn2)C1 (configuration not stated)	1.1	20	3	1.1	0.9	10	3%	-3	1
Cc1ccc(Nc2ncccc2C(=O)O)cc1C	0.5	26	10	1.1	0.9	4	5%	9	1.1
COc1ccc(-n2ncc3c(N4CCc5ccccc54)ncnc32)cc1	-2.1	50*	-13	3.8*	0.9	60*	6%[fluoresces]	-2	1.2
COC(=O)c1c(S(N)(=O)=O)c2ccccc2n1C	-5.3	-1	5	2.1*	0.9	-2	10%[fluoresces]	-43	1
CC1CCCN(C(=O)Cn2c(-c3nonc3N)nc3ccccc32)C1 (configuration not stated)	-0.9	-24	16	1.1	0.9	-20	5%	-2	1
COc1ccc(-n2c(=S)[nH]c3cc(C(=O)NCc4ccco4)ccc3c2=O)cc1OC	0.1	-8	-4	0.98	0.9	-4	6%	1	1
CC(=O)c1c(C)oc2ccc(NS(=O)(=O)c3ccc(O)c(C(=O)O)c3)cc12	-2.6	6	-7	1	0.9	14	3%	-2	0.99
CCCOc1ccc2c3c(c(=O)oc2c1)CCCC3	-1.8	-12	2	3.8*	0.9	-8	6%[fluoresces]	-80[fluorescence artefact?]	1.1
Cn1cc(S(=O)(=O)NCc2cccs2)c(=O)n(C)c1=O	-1.1	-1	0	1	1	12	6%	2	1
Cc1cccc(N(CC(=O)NCc2ccccc2)C(=O)Cn2nnc(-c3ccc(C)o3)n2)c1	-0.7	-21	1	1.1	0.9	12	9%	2	0.99
O=C(NCCN1CCOCC1)c1ccc2c(c1)ncn2C1CCCC1	-0.3	4	-8	1.1	1	27	8%	-1	1
O=C(Cn1cnc2c(oc3ccccc32)c1=O)NCc1ccco1	-2.8	21	5	1.2	1	0	0%	4	1.1
CCCn1c(=S)[nH]c2cc(C(=O)N3CCCC(C(=O)OCC)C3)ccc2c1=O (configuration not stated)	1.7	1	-2	1.1	0.9	10	7%	7	1
CC(C)NC(=O)c1cc(-c2ccc(Br)cc2)on1	-1.4	66*	-6	1.1	0.9	35	7%	0	1
CC(C)N(C(=O)Nc1ccc2nccnc2c1)C(C)C	0.3	6	22	2.2*	0.9	15	3%[fluoresces]	-17	1.1
Cc1cc(C)cc(OCC(=O)Nc2ccccc2C(=O)NCc2ccco2)c1	-0.9	-7	-1	1.2	0.9	12	5%	-8	1.1
CCOc1ccc2nc(N3CCC(C(=O)Nc4nnc(CC)s4)CC3)sc2c1	1.7	46	-4	1	0.9	67*	2%	-1	1
Cc1ccc(S(=O)(=O)C2(C(=O)N3CCN(C4CCCCC4)CC3)CC2)cc1	-0.6	20	7	1.1	1	-2	3%	3	1
Cc1ccc(S(=O)(=O)NC(C)C(=O)Nc2ccccc2C(=O)N2CCCC2)cc1 (configuration not stated)	-2.4	-9	0	1.1	0.9	2	5%	-1	0.96
Cc1cc(C)c(NC(=O)CSc2nnc(-c3ccco3)n2N)c(C)c1	-1.5	10	-1	1.1	0.9	-13	5%	8	1

No enrichment for hits (roughly 8.9% active in at least one column).
